Furin inh: human furin inhibitors, primary screen, biochemical, fluorescence intensity; 0.061% of 220,000 active; P09958; purified furin, fluorogenic substrate cleavage; inhibition, % at 30 µM; in the data active means inhibition above about 25%; further: inactives centre near -15
Target sequence (P09958 108-714 limits assumed): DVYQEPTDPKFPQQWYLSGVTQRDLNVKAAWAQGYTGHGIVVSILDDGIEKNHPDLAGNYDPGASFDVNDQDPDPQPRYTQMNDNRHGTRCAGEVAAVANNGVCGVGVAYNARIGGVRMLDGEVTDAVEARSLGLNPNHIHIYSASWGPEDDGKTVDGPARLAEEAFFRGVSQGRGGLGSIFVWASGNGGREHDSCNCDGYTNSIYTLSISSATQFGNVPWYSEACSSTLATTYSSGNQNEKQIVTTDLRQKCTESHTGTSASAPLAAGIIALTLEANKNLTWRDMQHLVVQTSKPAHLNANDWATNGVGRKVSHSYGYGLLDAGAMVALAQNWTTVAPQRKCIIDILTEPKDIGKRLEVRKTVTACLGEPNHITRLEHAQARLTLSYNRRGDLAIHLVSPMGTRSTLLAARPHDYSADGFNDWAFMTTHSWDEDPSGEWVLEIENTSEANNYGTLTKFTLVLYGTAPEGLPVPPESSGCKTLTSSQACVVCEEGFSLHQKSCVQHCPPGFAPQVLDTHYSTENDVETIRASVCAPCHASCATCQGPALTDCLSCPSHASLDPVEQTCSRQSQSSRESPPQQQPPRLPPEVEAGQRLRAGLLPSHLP
Rad51 HR inh: human RAD51 strand exchange inhibitors, primary screen, biochemical, fluorescence. DNA repair protein RAD51 homolog 1 (Homo sapiens), Q06609. hRad51 DNA strand exchange, fluorescence dequenching. inhibition, % at 10 µM. 0.085% of 200,000 active. AID 1385, 2008;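 active means inhibition above 40% at the single screening dose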;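 further: 0% = DMSO control wells and 100% = blanks with heterologous ssDNA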
Target sequence (Q06609 whole entry, looked up): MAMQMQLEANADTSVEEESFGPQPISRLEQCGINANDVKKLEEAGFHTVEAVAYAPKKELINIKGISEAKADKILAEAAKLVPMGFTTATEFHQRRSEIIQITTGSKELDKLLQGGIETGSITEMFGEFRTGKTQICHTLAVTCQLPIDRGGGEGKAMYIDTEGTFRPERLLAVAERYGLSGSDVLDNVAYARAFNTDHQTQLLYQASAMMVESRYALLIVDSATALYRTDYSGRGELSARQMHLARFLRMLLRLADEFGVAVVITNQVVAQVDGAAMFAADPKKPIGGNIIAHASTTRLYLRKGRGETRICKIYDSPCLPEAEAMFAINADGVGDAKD
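System: hRad51 filaments on single-stranded DNA; reagent: Fluorescein- and BHQ1-tagged 47-mer duplex; compound dosing: one concentration, 10 µM final; timing: filaments 15 min 37 °C, then compound 30 min; measured by: fluorescein emission 520 nm, excitation 485 nm; benchmarks: per-plate controls and blanks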
Cl transport mod: KCC2 cotransporter modulators, thallium flux, primary screen, cell-based, HEK293 KCC2, FluoZin-2 fluorescence, MLSMR; Solute carrier family 12 member 5 (Homo sapiens), Q9H2X9; B-score of Tl+ flux slope (higher = more flux/activation; lower = inhibition) at 10 µM; KCC2 cells, thallium flux FluoZin-2 fluorescence; AID 1456, 2008; 2.2% of 190,000 active;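 active means thallium flux slope and its plate-corrected score both differing from the plate sample mean at a set confidence after two filtering rounds, in either direction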;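 further: slope of fluorescence scaled to starting intensity during 10 to 20 s after thallium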
hK5 inh: human KLK5 protease inhibitors, primary screen, biochemical, 1536-well | inhibition, % at 5 µM | recombinant hK5, fluorogenic AMC substrate cleavage | 0.59% of 210,000 active;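 active means inhibition of 40% or more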;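 further: 0% = enzyme controls without compound and 100% = no-enzyme blanks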
FXIIa inh: human FXIIa protease inhibitors, primary screen, biochemical, 1536-well; purified FXIIa, Boc-QGR-AMC fluorogenic substrate, 2 h; inhibition, % at 5 µM; Coagulation factor XII (Homo sapiens), P00748; 0.3% of 220,000 active; in the data active means inhibition above about 40%;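 further: 0% = enzyme with no compound and 100% = blank without enzyme; many of its hits are not listed in these tables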
m-calpain inh: inhibitors of pig calpain II, primary screen, biochemical, fluorogenic peptide substrate, 1536-well; purified calpain II, 30 min; inhibition, % at 16 µM; 0.37% of 220,000 active; AID 1236, 2008;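 active means inhibition above about 50%, limit read from the data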
PERK inh: block of dimerizer-induced PERK translation repression, primary screen, PERK inhibitor project, CHO PERK-DD cells, SEAP luminescence, HTS. 0.17% of 220,000 active. inhibition, % at 5.6 µM. AID 1416, 2008. CHO PERK-DD fusion, SEAP luminescence translation reporter. Eukaryotic translation initiation factor 2-alpha kinase 3 (Homo sapiens), Q9NZJ5;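 active means inhibition above the mean inhibition of all tested compounds plus 3 SD, set separately per screening campaign, cut at about 2.9% in these data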;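 further: PERK kinase domain activated by AP20187 dimerizer at 100 nM; 0% = DMSO with dimerizer and 100% = rapamycin at 8.4 µM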
Thrombin inh: human alpha-thrombin inhibitors, primary screen, counter-screen for coagulation protease inhibitor project, biochemical, 1536-well, fluorogenic AMC substrate. Prothrombin (Homo sapiens), P00734. Boc-VPR-AMC fluorogenic substrate cleavage. inhibition, % at 5 µM. 0.26% of 220,000 active. AID 1046, 2008;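 active means inhibition at or above 40%; inactive means inhibition below 40%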;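 further: 0% = enzyme with no compound and 100% = wells without enzyme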
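System: Human alpha-thrombin protein | Medium: pH 7.5 Tris (50 mM) with NaCl 150 mM, Tween 20 0.05% | Times: Enzyme reaction carried out at room temperature | Detection: AMC fluorescence, 355/460 nm | Evaluation: Percent inhibition scaled between no-compound controls and no-enzyme blanks | Benchmarks: Enzyme without compound as high, wells lacking enzyme as low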
FXIa inh 1536: human FXIa protease inhibitors, primary screen, biochemical, 1536-well. Coagulation factor XI (Homo sapiens), P03951. purified FXIa, Boc-Glu-Ala-Arg-AMC fluorogenic substrate. AID 798, 2007. 0.14% of 220,000 active. inhibition, % at 5 µM;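 active means inhibition of at least 40%; inactive means inhibition below 40%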;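 further: fluorescence of freed AMC excited at 355 nm; 0% = enzyme without compound and 100% = no enzyme blank; many of its hits are not listed in these tables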
* = called active by the depositor; [ ] = another dose, or the depositor's remark. The list is partial. The share of hits here may be higher or lower than overall.

O=C(Cc1ccc(S(=O)(=O)N2CCCCC2)s1)Nc1ccc(F)cc1F was read as Furin inh -26, Rad51 HR inh -36, Cl transport mod 0.85, hK5 inh -8, FXIIa inh 21, m-calpain inh 4, PERK inh -0.6, Thrombin inh -5 and FXIa inh 1536 15.
Screening CN(C)/C=C(/C(=O)c1ccccc1Cl)S(C)(=O)=O returned Furin inh -7, Rad51 HR inh 7, Cl transport mod -0.51, hK5 inh -8, FXIIa inh 8, m-calpain inh 14, PERK inh -0.3, Thrombin inh 1 and FXIa inh 1536 5.
`O=C(CSc1nnc(CNC(=O)c2ccccc2F)o1)Nc1ccc2c(c1)OCO2` gave Furin inh -11, Rad51 HR inh 1, Cl transport mod -0.11, hK5 inh -6, FXIIa inh 1, m-calpain inh -4, PERK inh 0.0, Thrombin inh 1 and FXIa inh 1536 -6.
COc1ccc(Nc2c3c(c(C#N)c4nc5ccccc5n24)CCC3)cc1 was read as Furin inh 9[20 µM], Rad51 HR inh -5, Cl transport mod -0.6, hK5 inh -14, FXIIa inh 13, m-calpain inh -24, PERK inh 0.0, Thrombin inh 0 and FXIa inh 1536 3.
`CCN(CC(=O)Nc1ccccc1C(=O)OC)S(=O)(=O)c1ccc(OC)cc1` gave Furin inh -18, Rad51 HR inh -6, hK5 inh -24, FXIIa inh 6, m-calpain inh 5, PERK inh -0.7, Thrombin inh -8 and FXIa inh 1536 -1.
`O=C(Nc1cc(C(F)(F)F)ccc1N1CCOCC1)c1cccc(F)c1` gave Furin inh -9[20 µM], Rad51 HR inh 0, hK5 inh -18, FXIIa inh 12, m-calpain inh -19, PERK inh -1.1, Thrombin inh -3 and FXIa inh 1536 3.
CN1c2ccccc2N(C)C1c1ccc2c(c1)OCO2 was read as Furin inh -9[20 µM], Rad51 HR inh -1, hK5 inh -4, FXIIa inh 18, m-calpain inh 15, PERK inh 0.3, Thrombin inh 0 and FXIa inh 1536 -3.
Screening CC1CCCCN1Cc1cnc(Cl)s1 (centres undefined) returned Furin inh -26[20 µM], Rad51 HR inh -9, hK5 inh -22, FXIIa inh -6, m-calpain inh 59*, PERK inh 1.3, Thrombin inh 13 and FXIa inh 1536 -17.
CC1(C)Cc2c(C#N)c(N3CCN(C(=O)c4ccccc4Cl)CC3)nc(-c3ccco3)c2CS1 was read as Furin inh -6[20 µM], Rad51 HR inh -23, Cl transport mod 0.99, hK5 inh -3, FXIIa inh 11, m-calpain inh -158, PERK inh -0.1, Thrombin inh -4 and FXIa inh 1536 -3.
Screening Cc1ccc(S(=O)(=O)c2nc(C)oc2N2CCOCC2)cc1 returned Furin inh -28, Rad51 HR inh 2, Cl transport mod 0.84, hK5 inh -3, FXIIa inh 3, m-calpain inh -13, PERK inh 1.0, Thrombin inh -1 and FXIa inh 1536 -6.
`Cc1ccc(C)c(C(=O)COC(=O)c2ccccc2N2C(=O)C3C4CCC(C4)C3C2=O)c1` (centres undefined) gave Furin inh 3[20 µM], Rad51 HR inh -4, hK5 inh -10, FXIIa inh 18, m-calpain inh 13, PERK inh -1.2, Thrombin inh 3 and FXIa inh 1536 4.
`Cc1ccc(CNC(=O)CSCc2cccc(F)c2)cc1` gave Furin inh -29, Rad51 HR inh 18, Cl transport mod -0.55, hK5 inh -2, FXIIa inh 0, m-calpain inh -2, PERK inh 2.0, Thrombin inh 0 and FXIa inh 1536 -6.
For CSc1ccc(/C=C/C(=O)N2CCCN(C)CC2)cc1 the results were Furin inh -16, Rad51 HR inh -8, Cl transport mod -1.2, hK5 inh -2, FXIIa inh 2, m-calpain inh -340, PERK inh 1.3, Thrombin inh -15 and FXIa inh 1536 -5.
Screening Cc1ccc(CNC(=O)c2cccc(S(C)(=O)=O)c2)cc1 returned Furin inh -12[20 µM], Rad51 HR inh 6, Cl transport mod 0.27, hK5 inh -14, FXIIa inh 14, m-calpain inh 26, PERK inh 0.6, Thrombin inh -7 and FXIa inh 1536 -12.
For C/C(CC1CC(C)(C)OC1=O)=N/Nc1nc(-c2ccccc2)cs1 (centres undefined) the results were Furin inh -10, Rad51 HR inh 4, Cl transport mod -1.2, hK5 inh -4, FXIIa inh -6, m-calpain inh 8, PERK inh 0.5, Thrombin inh 5 and FXIa inh 1536 7.
Screening O=C(CCN1CCc2ccccc2C(O)(c2ccccc2)C1)c1ccc2c(c1)OCCO2 (centres undefined) returned Furin inh -14[20 µM], Rad51 HR inh 4, Cl transport mod -0.74 and PERK inh 0.4.
COC(=O)CNC(=O)Cc1c(F)cccc1Cl was read as Furin inh -23, Rad51 HR inh 9, hK5 inh 4, FXIIa inh 5, m-calpain inh 14, PERK inh 0.6, Thrombin inh -3 and FXIa inh 1536 3.
For Cc1nn(Cc2ccccc2Cl)c(C)c1NC(=O)c1noc2c1CCCCC2 the results were Furin inh -11, Rad51 HR inh -4, hK5 inh -16, FXIIa inh -4, m-calpain inh 2, PERK inh -0.8, Thrombin inh 1 and FXIa inh 1536 -9.
`O=C(N/N=C/c1cc([N+](=O)[O-])ccc1Cl)c1cc(-c2ccccc2)nc2ccccc12` gave Furin inh -25, Rad51 HR inh 2, Cl transport mod 0.63, hK5 inh -3, FXIIa inh 3, m-calpain inh -15, PERK inh -0.1, Thrombin inh -7 and FXIa inh 1536 -3.
CN1CCN(C(=O)C2=C[C@@H](c3coc4ccccc4c3=O)C[C@@H](OCCCCO)O2)CC1 was read as Furin inh -30, Rad51 HR inh -14, Cl transport mod 0.98, hK5 inh -1, FXIIa inh 6, m-calpain inh 3, PERK inh 1.0, Thrombin inh -4 and FXIa inh 1536 -1.
`COc1ccc(C2SCCN2S(=O)(=O)c2ccc(F)cc2)cc1OC` (centres undefined) gave Furin inh -28, Rad51 HR inh 3, Cl transport mod -0.41, hK5 inh -19, FXIIa inh 19, m-calpain inh -1, PERK inh -0.5, Thrombin inh 3 and FXIa inh 1536 3.
Screening Cn1c(=O)c2c(-c3ccccc3)n(-n3cnnc3)cc2n(C)c1=O returned Furin inh -14, Rad51 HR inh -6, hK5 inh 4, FXIIa inh 11, m-calpain inh -6, PERK inh 1.8, Thrombin inh 1 and FXIa inh 1536 5.
For C=CCN(CC=C)S(=O)(=O)c1ccc2nc(NC(=O)C3CCCO3)sc2c1 (centres undefined) the results were Furin inh -11, Rad51 HR inh 5, Cl transport mod -0.75, hK5 inh -12, FXIIa inh 5, m-calpain inh 11, PERK inh 0.5, Thrombin inh -6 and FXIa inh 1536 4.
CNC(=O)c1cn(-c2ccccc2)c(=O)c2ccccc12 was read as Furin inh -24, Rad51 HR inh 3, Cl transport mod 0.66, hK5 inh -8, FXIIa inh 16, m-calpain inh 18, PERK inh 0.8, Thrombin inh 0 and FXIa inh 1536 3.
`Fc1ccc(-c2cc(C(F)(F)F)nc(NCC3CCCO3)n2)cc1` (centres undefined) gave Furin inh -1, Rad51 HR inh 0, Cl transport mod 0.094, hK5 inh 20, FXIIa inh 9, m-calpain inh -38, PERK inh -0.1, Thrombin inh -1 and FXIa inh 1536 2.
Screening CCOc1ccccc1OCCCNCc1ccco1 returned Furin inh -9, Cl transport mod 0.31, hK5 inh -8, FXIIa inh 11, m-calpain inh 1, PERK inh -0.1, Thrombin inh 2 and FXIa inh 1536 9.
For COc1cccc(Oc2ccc(N)cc2)c1 the results were Furin inh -13[20 µM], Rad51 HR inh -2, Cl transport mod 0.0033, hK5 inh 3, FXIIa inh 15, m-calpain inh -22, PERK inh 0.6, Thrombin inh -2 and FXIa inh 1536 3.
`Cc1ccc(-c2nn3c(C)nnc3s2)cc1NC(=O)c1ccc(Br)o1` gave Furin inh -25, Rad51 HR inh -5, Cl transport mod -0.89, hK5 inh -8, FXIIa inh 15, m-calpain inh -14, PERK inh -0.6, Thrombin inh -9 and FXIa inh 1536 4.
For Cc1[nH]n(-c2ccccc2)c(=O)c1-c1ccccc1 the results were Furin inh -16, Rad51 HR inh -3, Cl transport mod 0.25, hK5 inh -6, FXIIa inh 10, m-calpain inh -16, PERK inh 0.5, Thrombin inh 4 and FXIa inh 1536 0.
Screening Cc1onc(-c2c(F)cccc2Cl)c1C(=O)N1CCN(S(C)(=O)=O)CC1 returned Furin inh -8[20 µM], Rad51 HR inh 3, hK5 inh -18, FXIIa inh 12, m-calpain inh 17, PERK inh -0.3, Thrombin inh -2 and FXIa inh 1536 -1.
For COc1ccc(C)cc1S(=O)(=O)NC1CCCCC1 the results were Furin inh -25, Rad51 HR inh 1, hK5 inh -2, FXIIa inh -3, m-calpain inh 11, PERK inh 0.6, Thrombin inh -5 and FXIa inh 1536 0.
For Cc1ccccc1Cn1ccc(-c2ccc3c(c2)OCO3)n1 the results were Furin inh -23[20 µM], Rad51 HR inh 5, hK5 inh 31, FXIIa inh 22, m-calpain inh 4, PERK inh 0.7, Thrombin inh 1 and FXIa inh 1536 23.
For Cc1cc(-c2ccccc2C(=O)NCc2ccccc2)on1 the results were Furin inh -17[20 µM], Rad51 HR inh 4, Cl transport mod 0.87, hK5 inh -1, FXIIa inh 1, m-calpain inh 9, PERK inh -0.4, Thrombin inh -8 and FXIa inh 1536 -5.
`O=C(CCc1nc2ccccc2[nH]1)Nc1ccc2c(c1)OCO2` gave Furin inh -12[20 µM], Rad51 HR inh 5, Cl transport mod 0.7, hK5 inh 0, FXIIa inh 5, m-calpain inh -41, PERK inh 1.2, Thrombin inh -8 and FXIa inh 1536 0.
COC(=O)c1cc(C#N)c(Oc2ccccc2OC)nc1C was read as Furin inh -7[20 µM], Rad51 HR inh 13, hK5 inh 8, FXIIa inh -9, m-calpain inh 24, PERK inh -0.5, Thrombin inh -1 and FXIa inh 1536 -4.
`C=CCNC(=O)C1CCN(C(=O)c2ccc(-c3ccccc3)cc2)CC1` gave Furin inh -17, Rad51 HR inh 4, Cl transport mod -2.5, hK5 inh -4, FXIIa inh 0, m-calpain inh -5, PERK inh 0.5, Thrombin inh -8 and FXIa inh 1536 -3.

In the list so far, three have a cyano group.
COc1ccc(Nc2c3c(c(C#N)c4nc5ccccc5n24)CCC3)cc1 was read as Furin inh 9[20 µM], Rad51 HR inh -5, Cl transport mod -0.6, hK5 inh -14, FXIIa inh 13, m-calpain inh -24, PERK inh 0.0, Thrombin inh 0 and FXIa inh 1536 3.
CC1(C)Cc2c(C#N)c(N3CCN(C(=O)c4ccccc4Cl)CC3)nc(-c3ccco3)c2CS1 was read as Furin inh -6[20 µM], Rad51 HR inh -23, Cl transport mod 0.99, hK5 inh -3, FXIIa inh 11, m-calpain inh -158, PERK inh -0.1, Thrombin inh -4 and FXIa inh 1536 -3.
COC(=O)c1cc(C#N)c(Oc2ccccc2OC)nc1C was read as Furin inh -7[20 µM], Rad51 HR inh 13, hK5 inh 8, FXIIa inh -9, m-calpain inh 24, PERK inh -0.5, Thrombin inh -1 and FXIa inh 1536 -4.

Assay outcomes: PubChem BioAssay, several laboratories
